EPAC1 ag = EPAC1 (human) agonism; EPAC1 agonist qHTS, biochemical assay; response scale: 100% = response to 6.5 mM cAMP; Potency, µM (top dose mostly 154 µM), inactives show at the highest dose activation, usual class: activators; 0.073% of 360,000 active; AID 720707; further: potency means the concentration at half of the fitted maximal effect; nearly all actives have a fitted effect of over 60% in size
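Multi-concentration qHTS readout: loss of Rap1B-bound BODIPY-GDP fluorescence driven by 100 nM EPAC1 with excess GDP (50 uM), monitored kinetically at room temperature; agonist response expressed relative to 6.5 mM cAMP.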
GLP1R cytotox = cytotoxicity counter-screen for GLP-1 receptor inverse agonists; HEK293 cAMP-luciferase reporter cells, luminescence, 24 h; Potency, µM (series often up to 38.3 µM), inactives show top-dose activity change, negative = inhibition, actives largely listed as inhibitors; 0.13% of 410,000 active;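 further: loss of luciferase light is scored as toxicity; potency means the concentration at half of the fitted maximal effect; on the % scale 0 is the no-effect control and ±100 the full control effect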
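1536-well qHTS counterscreen of the MLSMR; 200 cells/uL, 12 h pre-incubation, 23 nL cpd, 24 h at 37 deg C 5% CO2, luciferase detection reagent, 12 min RT, luminescence. Inhibition = undesired.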
PTHR1 ag = agonists of human PTHR1 parathyroid hormone receptor; Q03431; HEK293 GP2 PTHR1 cells, GloSensor cAMP luminescence, 1 h; Potency, µM (titrated, usually from 115 µM), without a hit: top-dose activation, hits mostly activators; 0.075% of 410,000 active; further: potency means the concentration at half of the fitted maximal effect; nearly all actives have a fitted effect of over 55% in size; some results filed as inactive show a strong effect at the top dose; inactives centre near -15; many of its hits are not listed in these tables
Target sequence (Q03431 whole entry, looked up): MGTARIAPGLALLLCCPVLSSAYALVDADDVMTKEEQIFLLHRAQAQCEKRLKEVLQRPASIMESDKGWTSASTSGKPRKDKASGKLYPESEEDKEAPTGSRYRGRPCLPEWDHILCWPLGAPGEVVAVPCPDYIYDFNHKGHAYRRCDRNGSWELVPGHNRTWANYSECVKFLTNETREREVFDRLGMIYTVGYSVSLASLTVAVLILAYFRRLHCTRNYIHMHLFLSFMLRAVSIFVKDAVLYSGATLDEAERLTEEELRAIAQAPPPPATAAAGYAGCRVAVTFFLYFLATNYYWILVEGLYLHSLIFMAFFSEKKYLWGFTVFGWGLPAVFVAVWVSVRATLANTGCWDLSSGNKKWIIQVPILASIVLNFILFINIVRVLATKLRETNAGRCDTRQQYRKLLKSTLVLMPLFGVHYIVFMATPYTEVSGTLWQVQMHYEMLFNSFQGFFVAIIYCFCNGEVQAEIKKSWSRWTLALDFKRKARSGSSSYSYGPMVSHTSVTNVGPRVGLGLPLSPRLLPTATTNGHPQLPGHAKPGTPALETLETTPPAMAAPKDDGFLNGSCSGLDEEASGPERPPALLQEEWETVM
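HEK-293-derived GP2 cells expressing PTHR1 and a GloSensor cAMP reporter, 3,000/well, plated overnight, given luciferin plus IBMX (each 0.5 mM as added) for 1 h at 37 °C, then compound for 1 h at 37 °C. Luminescence was read after 15 min at room temperature.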
GLP-1R inv ag = inverse agonists of human GLP-1 receptor; 1.6% of 410,000 active; P43220; Potency, µM (titrated, usually from 38.3 µM), without a hit: at the highest dose activity change, negative = inhibition, actives largely listed as inhibitors; HEK293 GLP-1R CRE-luciferase, luminescence, 24 h; GLP-1R form is constitutively active; further: potency means the concentration at half of the fitted maximal effect; on the % scale 0 is the no-effect control and ±100 the full control effect; nearly all actives have a fitted effect of over 55% in size
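Constitutively active GLP-1R drives a cAMP-responsive luciferase in stably transfected HEK293 cells; test compounds are added after overnight (12 h) attachment and left 24 hr, and signal loss in luminescence marks inhibition.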
EPAC1 antag = blocks human EPAC1 exchange factor. 0.14% of 360,000 active. EPAC1 GEF assay, Rap1b-BODIPY-GDP exchange fluorescence. Potency, µM (doses to about 115 µM), without a hit: at the top dose activity change, negative = inhibition, most hits filed as inhibitors. O95398;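 further: potency means the concentration at half of the fitted maximal effect; plate controls were vehicle for no effect and positive control for full effect; nearly all actives have a fitted effect of over 50% in size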
PLK1 PBD inh = PLK1 (human) polo-box domain binding inhibition | P53350 | Plk1 PBD binding of FITC phosphopeptide, fluorescence polarization | Potency, µM, without a hit: max response, negative = inhibition, usual class: inhibitors | 2.8% of 360,000 active | AID 720504; further: potency means the concentration at half of the fitted maximal effect; series mostly up to about 57 µM; on the % scale 0 is the no-effect control and ±100 the full control effect; nearly all actives have a fitted effect of over 65% in size
PI5P4K alpha inh = PI5P4K alpha (human) kinase inhibition; P48426; 1.2% of 330,000 active; max response, %; PI5P4Kalpha enzyme, ADP-Glo luminescence, 60 min; stronger effect = lower value; active means max response of -50% or lower; inconclusive means between -30% and -50%; inactive means -30% or higher; further: value at the top dose of about 77 µM; on the % scale 0 is the no-effect control and ±100 the full control effect
Target sequence (P48426 whole entry, looked up): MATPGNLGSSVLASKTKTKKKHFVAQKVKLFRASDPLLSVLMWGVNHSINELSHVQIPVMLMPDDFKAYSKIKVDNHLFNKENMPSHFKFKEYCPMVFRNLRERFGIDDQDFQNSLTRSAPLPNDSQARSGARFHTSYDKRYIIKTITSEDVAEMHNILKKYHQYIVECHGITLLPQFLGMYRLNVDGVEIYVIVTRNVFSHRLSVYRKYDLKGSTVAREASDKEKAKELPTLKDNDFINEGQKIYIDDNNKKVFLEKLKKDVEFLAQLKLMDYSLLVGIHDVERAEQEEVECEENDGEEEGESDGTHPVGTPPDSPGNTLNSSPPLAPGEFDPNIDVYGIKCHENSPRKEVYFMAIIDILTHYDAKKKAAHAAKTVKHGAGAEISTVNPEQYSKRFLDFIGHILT
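Single end-point luminescence (ADP-Glo) quantified ADP from PI5P4Kalpha turnover; ATP 5 microM final, 1 h at RT, 0.1% CHAPS and 0.28 mM EGTA in HEPES pH 7.4.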
GLP1R ag = activates the human GLP-1 receptor | P43220 | HEK293 GLP-1R CRE-luciferase, luminescence, 4-6 h; cells express a hypersensitive GLP-1R form | Potency, µM (top dose mostly 45.6 µM), for the others: top-dose activation, usual class: activators | 0.007% of 380,000 active | AID 624172; further: potency means the concentration at half of the fitted maximal effect; % of control where 0% means no effect
IL-2 act = activators of IL-2 | IL-2 activation reporter assay, cell-based qHTS; stimulated with anti-CD3/CD4/CD28 beads; in transgenic mouse T cells | activation, % (series mostly up to about 46 µM) | 0.065% of 360,000 active | AID 652025; in the data active means activation above about 50%; inconclusive means mostly about 30% to 49%; further: 0% is about no effect
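Using fluorescent plate cytometry, EGFP and DsRed are detected in transgenic mouse T cells stimulated 18 h at 37 degrees C with antibody-coated beads after 60 min compound pretreatment.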
An asterisk follows results filed as active; i = inactive; ? = inconclusive; . = not tested or not shown; [ ] = dose if it differs, or a comment. Unless noted, the call rests on the fitted dose curve; in most records, active means well fitted curve in the direction sought with a large enough effect; inconclusive means small, poorly fitted or top-dose-only effect, or another doubt; inactive means no such curve, though single readings can be large; an effect the other way counts as inactive or inconclusive. An excerpt; count on the stated rates, not on these rows.

compound	EPAC1 ag	IL-2 act	PLK1 PBD inh	PTHR1 ag	GLP1R cytotox	GLP1R ag	GLP-1R inv ag	PI5P4K alpha inh	EPAC1 antag
C/C=C/CSc1nc2c(c(=O)[nH]c(=O)n2C)n1Cc1ccc(C)cc1	1%	-2.9	?	-19%	4%	23%	46%[activator]	-14	-7%
COc1ccc(CCNS(=O)(=O)c2cn(C)nc2C)cc1OC	0%	-0.1	-8%	i	0%	3%	16%	8	-20%
COc1cc2[nH]c(=O)n(CCCCCC(=O)NCCCN3CCC(C)CC3)c(=O)c2cc1OC	15%	-2.6	-6%	-24%[57.5 µM]	2%	-5%	45%[activator]	.	-10%
CCOC(=O)[C@]12CCCC=C1N(Cc1ccco1)C(=O)[C@H](CC(=O)N1CCCC1)C2	-2%	0.0	-7%	i	19%	-5%	25%	6	-24%
COc1ccc(C(=O)Nn2c(SCC(=O)NC3CCCCC3)nc3ccccc3c2=O)cc1	6%	1.5	-2%	-31%[inhibitor][57.5 µM]	11%	-15%	-16%	.	-4%
COc1cc(C)cc(C(=O)O)c1C1=C(O)c2cccc(O)c2C(=O)C1=O	-6%	0.2	?	-8%	-17%	-4%	-4%	-78*	-4%
COc1ccc(CCC(=O)NNC(=O)Cn2nc(C)cc2C)cc1	-5%	-3.6	-9%	-18%	-9%	-3%	-6%	-1	-8%
CCOC(=O)N1C(=O)NC(=O)C1c1ccc(OC)cc1 (stereo not given)	5%	-5.0	-7%	-2%	12%	2%	12%	-5	-13%
CC(C)[C@H](NC(=O)c1ccccc1Cl)C(=O)OCC(=O)NC(=O)NC1CCCC1	-7%	-5.2	-2%	i	2%	-4%	16%	8	14%
CCOc1ccc(NC(=O)CSc2nc(C3CC3)nc3ccccc23)cc1	8%	0.9	-6%	-4%	-5%[7.66 µM]	7%	2%[7.66 µM]	-3	-32%

Reprinted at random: 3 compounds from above, in no set order.
compound	EPAC1 ag	IL-2 act	PLK1 PBD inh	PTHR1 ag	GLP1R cytotox	GLP1R ag	GLP-1R inv ag	PI5P4K alpha inh	EPAC1 antag
COc1ccc(CCC(=O)NNC(=O)Cn2nc(C)cc2C)cc1	-5%	-3.6	-9%	-18%	-9%	-3%	-6%	-1	-8%
C/C=C/CSc1nc2c(c(=O)[nH]c(=O)n2C)n1Cc1ccc(C)cc1	1%	-2.9	?	-19%	4%	23%	46%[activator]	-14	-7%
CC(C)[C@H](NC(=O)c1ccccc1Cl)C(=O)OCC(=O)NC(=O)NC1CCCC1	-7%	-5.2	-2%	i	2%	-4%	16%	8	14%

The list goes on:
compound	EPAC1 ag	IL-2 act	PLK1 PBD inh	PTHR1 ag	GLP1R cytotox	GLP1R ag	GLP-1R inv ag	PI5P4K alpha inh	EPAC1 antag
Cn1c(=O)[nH]c(=O)c2c1nc(NC1CCCCC1)n2CCO	-17%	-2.3	-11%	i	0%	9%	4%	1	-11%
CCc1sc(C(=O)NNC(=O)c2cncc(Br)c2)cc1C	-7%	1.0	-8%	i	5%	5%	40%[activator]	-3	-5%
CCSc1nnc(N(CCC(=O)O)CCC(=O)O)s1	-9%	0.5	-27%	i	4%	-8%	2%	-3	0%
CCOC(=O)c1ccc(Oc2c(C)oc3c(CN4CCN(C)CC4)c(O)ccc3c2=O)cc1	6%	0.1	-12%	i	81%[activator]	-11%	0%	6	-7%
Fc1ccc(C(c2nnnn2Cc2ccco2)N2CCN(C3CCCCC3)CC2)cc1 (stereo not given)	-2%	-0.3	-1%	i	?	0%	?	3	5%
Cc1cccc(-c2nc(CS(=O)CC(=O)NC(C)CCc3ccccc3)c(C)o2)c1 (stereo not given)	4%	-0.2	?	-14%	-6%	1%	?	1	?
Cn1nnnc1NCc1ccc(Cl)c(Cl)c1	-7%	-0.8	-14%	-12%	-8%	0%	1%	4	8%
CC1CCCN(C(=O)CCNS(=O)(=O)c2ccc3c(c2)oc(=O)n3C)C1 (stereo not given)	6%	-0.6	-6%	i	-2%	6%	5%	-2	-1%
CC(=O)N(C)C(c1ccc(N(C)C)cc1)c1nnnn1-c1c(C)cccc1C (stereo not given)	6%	-2.6	-13%	-14%	-5%	2%	-13%	5	-22%
CN1CCN(S(=O)(=O)Cc2ccc(Cl)cc2)CC1	-13%	-0.2	2%	-24%	-9%	17%	23%	1	17%

Six of the compounds above, with values under each structure:
Under each structure – EPAC1 ag	IL-2 act	PLK1 PBD inh	PTHR1 ag	GLP1R cytotox	GLP1R ag	GLP-1R inv ag	PI5P4K alpha inh	EPAC1 antag
CCc1sc(C(=O)NNC(=O)c2cncc(Br)c2)cc1C
  -7%	1.0	-8%	i	5%	5%	40%[activator]	-3	-5%
CCSc1nnc(N(CCC(=O)O)CCC(=O)O)s1
  -9%	0.5	-27%	i	4%	-8%	2%	-3	0%
CCOC(=O)c1ccc(Oc2c(C)oc3c(CN4CCN(C)CC4)c(O)ccc3c2=O)cc1
  6%	0.1	-12%	i	81%[activator]	-11%	0%	6	-7%
Fc1ccc(C(c2nnnn2Cc2ccco2)N2CCN(C3CCCCC3)CC2)cc1 (stereo not given)
  -2%	-0.3	-1%	i	?	0%	?	3	5%
Cc1cccc(-c2nc(CS(=O)CC(=O)NC(C)CCc3ccccc3)c(C)o2)c1 (stereo not given)
  4%	-0.2	?	-14%	-6%	1%	?	1	?
Cn1nnnc1NCc1ccc(Cl)c(Cl)c1
  -7%	-0.8	-14%	-12%	-8%	0%	1%	4	8%

Continuation.
compound	EPAC1 ag	IL-2 act	PLK1 PBD inh	PTHR1 ag	GLP1R cytotox	GLP1R ag	GLP-1R inv ag	PI5P4K alpha inh	EPAC1 antag
CCCCc1ccc(NC(=S)N2CCN(c3ncccn3)CC2)cc1	-5%	0.4	-10%	i	-9%	7%	?	1	-2%
CCCCC(c1nnnn1Cc1ccco1)N1CCN(C(=O)c2ccco2)CC1 (stereo not given)	-12%	-0.3	-8%	i	-10%	-1%	12%	-4	-15%
Cc1cc(C(=O)NCc2cccs2)no1	9%	1.5	1%	-27%[57.5 µM]	-10%	-6%	0%	.	-2%
Clc1ccc(OCc2nc(-c3ccncc3)no2)cc1	4%	-0.8	-9%	-8%[57.5 µM]	41%[activator]	7%	3%	.	-5%
O=C(CN1CCCCC1)Nc1cc(Cl)ccc1Oc1ccccc1	1%	-0.7	-2%	-24%	0%	25%	?	2	-5%
Cc1ccc(S(=O)(=O)NCCc2nnc3ccc(SCc4cccnc4)nn23)cc1	-7%	-3.7	6%	i	-1%	14%	-6%	0	11%
Cc1ccc(S(=O)(=O)N2CCOCC2)cc1C(=O)NC(=S)N(Cc1ccccc1)C(C)C	-6%	-0.3	-5%	-5%	-23%	-25%	?	1	-12%
COc1cccc(NC(=O)c2ccc3nc(C)sc3c2)c1	-5%	0.7	-4%	-8%	-11%	1%	11%	4	4%
CCCc1nc2oc3c(=O)[nH]cnc3c2c2c1CCCC2	1%	-1.4	-18%	23%	-1%	3%	24%	2	-26%
O=C(OCn1nnc2ccccc2c1=O)c1ccco1	16%	-3.3	-15%	i	3%	7%	-17%	-1	13%
O=C(/C=C/c1cccc(Cl)c1)NNC(=O)c1ccncc1	12%	1.8	-6%	-2%	1%	2%	-15%	-1	-26%
O=S(=O)(c1ccc(OCC(O)CN2CCN(c3ccccc3Cl)CC2)cc1)N1CCOCC1 (stereo not given)	3%	-2.2	3%	i	-9%	0%	0%	.	-9%
CC(C)C(=O)Nc1cccc(C(=O)Nc2nnc(C(C)(C)C)s2)c1	-6%	0.1	-14%	i	-2%	-9%	19%	2	7%
O=C(C[n+]1cccc(CNC(=O)c2ccc(OC(F)F)cc2)c1)Nc1cc(C(F)(F)F)ccc1Cl	-4%	-2.1	2%	i	-16%	-4%	1%	2	-5%
Cc1ccc(OCCSc2nc(NC(C)C)nc(NC(C)C)n2)cc1	4%	-0.7	-1%	-43%[inhibitor]	-11%	16%	?	13	-4%
CCCCC(=O)OCc1cn(-c2ccc(Cl)cc2)nn1	26%	0.0	-5%	-3%[57.5 µM]	7%	-9%	-1%	0	-12%
O=C1Nc2cc(C(=O)N3CCN(Cc4ccccc4)CC3)ccc2SC1N1CCOCC1 (stereo not given)	4%	-0.3	-1%	i	12%	-1%	-14%	2	-7%
O=C1C2C(c3cccc(/C=C/c4ccccc4)c3)CC=CC2C(c2ccc3ccccc3c2)N1Cc1ccccc1 (stereo not given)	6%	-0.3	-20%	0%	1%	-2%	-21%	1	19%
COc1ccc(CCNC(=O)C2CC(=O)N(C3CCCCCCC3)C2)cc1OC (stereo not given)	7%	-1.4	-9%	?	-4%	1%	-1%	.	12%
COCCn1c(SCc2nc(N)nc(Nc3ccccc3C)n2)nc2ccccc2c1=O	17%	-0.8	4%	-19%[57.5 µM]	-4%	9%	0%	.	-2%
COc1c(C)cc(C(=O)C2CCCN(C(=O)c3ccc4cc[nH]c4c3)C2)cc1C (stereo not given)	-3%	-3.5	-3%	-7%	12%	17%	?	10	-5%
CCN(CC)C(=O)CSc1nnc(-c2cccs2)n1Cc1ccco1	0%	0.6	-7%	i	-2%	10%	-16%	1	8%

PI5P4K alpha inh: entries above that show a hit.
SMILES	EPAC1 ag	IL-2 act	PLK1 PBD inh	PTHR1 ag	GLP1R ag	GLP-1R inv ag	PI5P4K alpha inh	EPAC1 antag
COc1cc(C)cc(C(=O)O)c1C1=C(O)c2cccc(O)c2C(=O)C1=O	-6%	0.2	?	-8%	-4%	-4%	-78*	-4%
